From PubChem BioAssay
Epigenetic mod: qHTS Assay for Epigenetic Modulators | mouse C127i GFP locus derepression, cytometry, 30 h | Potency, µM (series often up to 46.1 µM), inactives show at the highest dose GFP derepression (activation) | AID 597, 2007 | hit rate 0.09% among 68,000; note: % of control where 0% means no effect
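Read-out is the number of GFP-positive cells, scored as fluorescent objects 20 to 120 um wide, reflecting derepression of a silenced CMV-GFP reporter in murine C127i cells after 30 h compound exposure at 37 C.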
HADH2 inhib: qHTS Assay for Inhibitors of HADH2 (Hydroxyacyl-Coenzyme A Dehydrogenase, Type II); 3-hydroxyacyl-CoA dehydrogenase type-2 (Homo sapiens), Q99714; recombinant HADH2, NADH fluorescence, beta-hydroxybutyryl-CoA; Potency, µM (top dose mostly 57.1 µM), without a hit: at the top dose activity change, negative = inhibition, usual class: inhibitors; hit rate 3.4% among 73,000; AID 886, 2007; note: potency is the fitted concentration of half-maximal effect; % is set by controls: 0 for no effect and ±100 for the full control effect; nearly all actives have a fitted effect of over 60% in size; many of its hits are not listed in these tables
Target sequence (Q99714 whole entry, looked up, one chain of several): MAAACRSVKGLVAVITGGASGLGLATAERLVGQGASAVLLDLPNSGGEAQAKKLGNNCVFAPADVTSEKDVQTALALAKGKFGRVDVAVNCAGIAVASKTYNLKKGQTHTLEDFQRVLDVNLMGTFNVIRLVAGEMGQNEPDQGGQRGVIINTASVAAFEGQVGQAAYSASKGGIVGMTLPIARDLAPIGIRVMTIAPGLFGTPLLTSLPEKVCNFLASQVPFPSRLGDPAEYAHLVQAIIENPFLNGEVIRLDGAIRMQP
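Buffer 100 mM Tris-HCl pH 9.0/0.01% Tween-20; HADH2 20 nM; NAD+ 1 mM; beta-hydroxybutyryl-CoA 90 uM (all final). 15 min cpd preincubation, RT.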
15-hLO inh: qHTS Assay for Inhibitors of 15-hLO (15-human lipoxygenase) | Polyunsaturated fatty acid lipoxygenase ALOX15 (Homo sapiens), P16050 | purified 15hLO-1, xylenol orange hydroperoxide absorbance | Potency, µM (doses to about 57.1 µM), inactives show at the highest dose activity change, negative = inhibition, most hits filed as inhibitors | AID 887, 2007 | hit rate 1.4% among 74,000; note: potency is the fitted concentration of half-maximal effect; % is set by controls: 0 for no effect and ±100 for the full control effect; nearly all actives have a fitted effect of over 55% in size
Target sequence (P16050 whole entry, looked up): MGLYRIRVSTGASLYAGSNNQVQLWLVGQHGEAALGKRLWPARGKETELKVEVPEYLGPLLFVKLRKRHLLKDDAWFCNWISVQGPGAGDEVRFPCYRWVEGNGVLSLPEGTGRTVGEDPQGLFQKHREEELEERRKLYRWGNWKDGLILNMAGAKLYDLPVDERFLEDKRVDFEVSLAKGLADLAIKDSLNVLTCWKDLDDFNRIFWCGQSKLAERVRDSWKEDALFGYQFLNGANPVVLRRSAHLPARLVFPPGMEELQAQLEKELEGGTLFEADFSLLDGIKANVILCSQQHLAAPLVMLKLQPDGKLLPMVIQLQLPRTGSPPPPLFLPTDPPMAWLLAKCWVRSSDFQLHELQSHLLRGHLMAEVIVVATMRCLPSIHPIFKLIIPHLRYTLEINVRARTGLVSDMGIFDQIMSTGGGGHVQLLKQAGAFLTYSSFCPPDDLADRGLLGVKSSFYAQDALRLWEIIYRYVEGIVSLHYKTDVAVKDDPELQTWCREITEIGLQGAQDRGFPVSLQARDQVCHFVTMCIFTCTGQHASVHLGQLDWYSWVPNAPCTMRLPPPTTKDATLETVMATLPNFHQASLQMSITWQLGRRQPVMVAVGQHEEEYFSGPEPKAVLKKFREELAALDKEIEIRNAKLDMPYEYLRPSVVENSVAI
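Quantitative HTS in 25 mM Hepes pH 7.5 containing 0.01% Triton X-100: human 15hLO-1 at 40 nM, arachidonic acid at 50 uM, 6 min turnover. Product quantified via ferrous oxidation/xylenol orange, 573:405 nm absorbance ratio.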
Hsp90 Hop PPI: qHTS Assay for Disrupters of an Hsp90 Co-Chaperone Interaction | Potency, µM (highest dose often 57 µM), for the others: top-dose activity change, negative = inhibition | AID 595, 2007 | hit rate 0.44% among 71,000 | Hsp90 C-terminal peptide / TPR2A (Hop) interaction, human | AlphaScreen TPR2A-His6 binding biotin-Hsp90 C-terminal peptide; active = well fitted curve in either direction with a large enough effect; inconclusive = small, poorly fitted or top-dose-only effect, or another doubt; note: potency is the fitted concentration of half-maximal effect; % is set by controls: 0 for no effect and ±100 for the full control effect; many of its hits are not listed in these tables
Pol III holo inh: qHTS Assay for Inhibitors of DNA Polymerase III Holoenzyme System; hit rate 0.25% among 71,000; Potency, µM (series often up to 57.1 µM), for inactives: top-dose activity change, negative = inhibition; reconstituted DNA polymerase III holoenzyme replication, biochemical; note: potency is the fitted concentration of half-maximal effect; % is set by controls: 0 for no effect and ±100 for the full control effect
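Reconstituted *E. coli* holoenzyme (0.35 nM Pol III, 1 nM beta, 154 nM SSB, 2 nM primase) was preincubated with compound for 15 min at RT. Synthesis on 1.4 nM ssM13Gori ran 35 min, then was stopped with PicoGreen/EDTA and read as dsDNA fluorescence.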
HBB splicing: qHTS Assay for Modulators of Hemoglobin Beta Chain Splicing; HBB splicing reporter cell assay, activation; EGFP reporter with mutant IVS2-654 intron; response scale: normalised to 500 nM splice-correcting PNA; Potency, µM (series often up to 46.1 µM), inactives show at the highest dose activation, most hits filed as activators; hit rate 0.06% among 65,000; AID 925, 2007; note: potency is the fitted concentration of half-maximal effect; 0% is about no effect
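HeLa cells stably expressing EGFP interrupted by mutant beta-globin intron 2 (IVS2-654), 500/well in 2% FCS. Treated with compound for 2 days at 37C. Splicing correction scored as total well GFP intensity (488 nm excitation, 500-520 nm emission); 500 nM antisense PNA served as control.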
BRCT PPI red: qHTS Assay for Inhibitors of BRCT-Phosphoprotein Interaction (Red Fluorophore); hit rate 0.03% among 75,000; BRCT-phosphopeptide binding, red fluorescence polarization; AID 892, 2007; Breast cancer type 1 susceptibility protein (Homo sapiens), P38398; Potency, µM (highest dose often 76.9 µM), for inactives: top-dose activity change, negative = inhibition, actives largely listed as inhibitors; note: % is set by controls: 0 for no effect and ±100 for the full control effect
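Rhodamine-labelled pBACH1 10-mer (100 nM) bound to BRCT domain (100 nM) at pH 7.3; compounds incubated 12 min room temperature, polarization read. Free peptide defines full inhibition; unlabelled decapeptide titrated as control.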
UbGFP stabilizer: Ubiquitin-GFP Assay; Ubiquitin-GFP reporter cells, proteasome inhibition, GFP fluorescence; response scale: untreated = 0%, 10 µM MG-132 = 100%; Potency, µM (top dose mostly 45.9 µM), without a hit: at the top dose activation (GFP accumulation), actives largely listed as activators; 67,000 tested, under 10 active; AID 526, 2006; active = well fitted activation curve with a large enough effect, not every such curve was filed as active; inconclusive = small, poorly fitted or top-dose-only effect, or another doubt; inactive = no such curve, though single readings can be large or run the other way; note: potency is the fitted concentration of half-maximal effect
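Reporter cells (U2OS, ubiquitin-G76V-GFP fusion) are plated overnight, then treated 4 hr at 37 °C with compound titrations from 46 uM down to 2.9 nM. Activity is scaled against untreated cells and 10 uM MG-132.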
CRE Fsk mod: Cell signaling CRE-BLA (Fsk stim); CHO CRE-bla reporter (cAMP response element driving beta-lactamase), forskolin EC10, beta-lactamase ratio; Potency, µM (titrated, usually from 38.2 µM), for the others: at the top dose activity change, negative = inhibition, hits mostly activators; hit rate 2.5% among 71,000; active = well fitted activation curve with a large enough effect in the signal ratio, with a control signal flat, not every such curve was filed as active; inconclusive = small, poorly fitted or top-dose-only effect, or effect the other way, or a change in a side signal; the % refers to the signal ratio; note: potency is the fitted concentration of half-maximal effect; % of control where 0% means no effect
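AC50 values, positive or negative, reflect shifts in EC10 NKH 477-induced CRE-bla reporter activity in CHO cells. Incubation lasted 3 h at 37 °C before CCF4 substrate (2 h, room temperature) and ratiometric 460/530 nm reading.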
USP2a inhib: qHTS Assay for Inhibitors of Ubiquitin-specific Protease USP2a; Ubiquitin carboxyl-terminal hydrolase 2 (Homo sapiens), O75604; USP2a enzymatic assay, qHTS inhibition; Potency, µM (titrated, usually from 38.3 µM), for inactives: at the top dose activity change, negative = inhibition, usual class: inhibitors; hit rate 0.1% among 60,000; AID 927, 2007;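 note: potency is the fitted concentration of half-maximal effect; nearly all actives have a fitted effect of over 60% in size; plate controls were DMSO for no effect and NEM full inhibition control for full effect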
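20 nM USP2 core + cpd, 30 min RT; add 20 nM Ub-PLA2/20 uM NBD C6-HPC; read Ex460/Em535 at 0 h and 2.5 h. Normalized to NEM; qHTS curve fit/classification.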
BRCT inh green: qHTS Assay for Inhibitors of BRCT-Phosphoprotein Interaction (Green Fluorophore) | Breast cancer type 1 susceptibility protein (Homo sapiens), P38398 | BRCA1 BRCT-phosphopeptide binding, green fluorescence polarization | Potency, µM (top dose mostly 76.9 µM), without a hit: at the highest dose activity change, negative = inhibition, hits mostly inhibitors | hit rate 0.05% among 75,000 | AID 875, 2007;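 note: potency is the fitted concentration of half-maximal effect; plate controls were peptide without protein for full effect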
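Compounds were incubated for 12 min at room temperature with a complex of 100 nM fluorescein-tagged pBACH1 decapeptide and 250 nM His-tagged BRCT protein. Buffer was phosphate pH 7.3 with EDTA, DTT and Tween 20. Disruption of binding lowers the polarization signal.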
Numbers without * were called inactive; i = inactive; u = inconclusive; x = not tested or not shown; [ ] = remark or other dose. Unless noted, calls come from the whole dose curve; as a rule, active = well fitted curve in the direction sought with a large enough effect; inconclusive = small, poorly fitted or top-dose-only effect, or another doubt; inactive = no such curve, though single readings can be large; an effect the other way counts as inactive or inconclusive. Only part of the results is shown; rates above refer to the full screens.

SMILES	Epigenetic mod	HADH2 inhib	15-hLO inh	Hsp90 Hop PPI	Pol III holo inh	HBB splicing	BRCT PPI red	UbGFP stabilizer	CRE Fsk mod	USP2a inhib	BRCT inh green
Cc1[nH]n(-c2ccccc2)c(=O)c1S(=O)(=O)c1ccccc1	0%	-26%	-27%	5%	0%	-0.1%	0.7%	14%	u	-4%	-0.3%
O=C1OCc2cccc3cccc1c23	-1%	25µM*	7%	4%	-5%	-1.4%	-1.4%	-5%	9%	-8%	0.4%
CC(C)C(c1nnnn1Cc1ccc(F)cc1)N1CCN(C(=O)c2ccco2)CC1 (configuration not stated)	-3%	0%	-3%	-1%	-2%	-0.1%[57.5 µM]	-1.5%	1%	-4%	6%	-5.0%
Cc1ccc(-c2nn(CC(=O)O)c(=O)c3ccccc23)cc1	-2%	-7%	0%	1%	7%	-4.7%	0.0%	-9%	4%	-3%	1.9%
COc1ccc2cc(CN(CCO)C(=O)c3ccccc3F)c(=O)[nH]c2c1	-1%	-17%	10%	-2%	-7%	x	-2.7%	6%	2%	-10%	0.6%
O=C(COC(=O)C1(c2ccccc2)CC1)N1CCN(c2ccc(F)cc2)CC1	2%	1%	0%	0%	-4%	-0.3%[57.5 µM]	-1.5%	4%	1%	5%	-0.8%
CCOC(=O)c1c(C)[nH]c(C(=O)OCC(=O)Nc2cc(C)ccc2OC)c1C	6%	20%	-17%	-1%	-6%	-0.4%[57.5 µM]	-0.6%	-7%	u	9%	2.5%
O=C(Cc1ccccc1)Nc1ccccc1CO	6%	-1%	-3%	-8%	-5%	-0.1%	0.4%	4%	u	8%	-0.8%
NC(=O)c1cc2ccc(O)cc2oc1=Nc1ccccc1	0%	u	-27%	-5%	-5%	2.9%[0.369 µM]	1.3%	x	u	2%	-0.6%
CC(=O)N1CCC2(CC1)CCN(c1ccc(-c3ccccc3)cc1)CC2	9%[9.22 µM]	23%	-23%	u	14%	1.5%	-0.8%	-3%	-14%	167%[activator]	0.2%
COC(=O)CSc1ncnc2c1cnn2Cc1ccccc1	5%	6%	-2%	0%	-1%	1.1%[57.5 µM]	-1.3%	-3%	0%	1%	-0.1%
COc1cc(C(=O)CSc2nnc(-c3ccc(O)cc3)n2CC2CCCO2)ccc1NC(C)=O (configuration not stated)	-2%	-29%	-10%	0%	-7%	3.4%[57.5 µM]	0.1%	-4%	-3%	6%	-0.9%
COc1ccc(Br)cc1CNC(=O)CCc1nc(-c2ccc(C)cc2)no1	3%	1%	0%	-8%	-5%	-2.1%	1.0%	17%	1%	11%	-0.9%
Clc1ccccc1-c1nc(-c2ccncc2)no1	7%[9.22 µM]	1%[11.4 µM]	8%[11.4 µM]	-1%[11 µM]	-12%[11.4 µM]	3.1%[9.22 µM]	-0.5%[15.4 µM]	5%[9.17 µM]	-2%[7.6 µM]	x	-1.4%[15.4 µM]
N#Cc1cnc2sc3ccccc3n2c1=N	0%	-2%	-4%	2%	0%	-1.2%	-1.1%	-19%	8%	1%	-2.5%
O=C(COc1ccccc1)Nc1ncc2c(n1)CCCC2=O	6%	-15%	6%	-2%	-4%	-2.3%	-0.7%	-1%	-4%	-2%	-2.7%
CO	x	4%	6%	-1%	11%	0.3%	-1.1%	x	-7%	x	-0.6%
O=c1c2cccnc2[nH]c(=S)n1CCCN1CCN(c2ccccc2F)CC1	-3%	8%	5%	3%	1%	-2.5%	-0.1%	7%	u	10%	-2.2%
CC1(C)Cc2c(sc(NC(=O)c3ccco3)c2C#N)CO1	-3%	3%	5%	-1%	-1%	x	-0.5%	3%	16%	1%	1.3%
Cc1ccc(S(=O)(=O)N[C@H](C(=O)N2CCC(C(=O)N3CCC[C@H]3C(=O)O)CC2)C(C)C)cc1	1%	4%	4%	-2%	-3%	-0.8%[0.369 µM]	-1.0%	7%	1%	-15%	-1.8%
CCN1CCN(C(=O)c2cc3cc4cc(OC)ccc4nc3s2)CC1	2%	11%	-23%	-4%	-7%	3.6%	-4.4%	11%	u	5%	-1.2%
COc1ccc(-c2nc3cnc(N(C)C)nc3n(CCC#N)c2=O)cc1	-2%[9.22 µM]	-2%	-4%	-5%	-4%	0.2%	-0.4%	8%	0.4µM*	14%	3.6%
COc1ccc(C(=O)COC(=O)CN2C(=O)C3C4C=CC(C4)C3C2=O)cc1 (configuration not stated)	2%	7%	-15%	-2%	-8%	-0.6%[57.5 µM]	1.7%	1%	u	-16%	-3.1%
COc1ccc(OC)c(-c2c[n+](=O)c3c(n2[O-])CCCC3)c1	0%	-1%	8%	-2%	-10%	6.2%[0.369 µM]	1.1%	-2%	u	-2%	-0.9%

Among those listed so far, 2 have a COOH group:
SMILES	Epigenetic mod	HADH2 inhib	15-hLO inh	Hsp90 Hop PPI	Pol III holo inh	HBB splicing	BRCT PPI red	UbGFP stabilizer	CRE Fsk mod	USP2a inhib	BRCT inh green
Cc1ccc(-c2nn(CC(=O)O)c(=O)c3ccccc23)cc1	-2%	-7%	0%	1%	7%	-4.7%	0.0%	-9%	4%	-3%	1.9%
Cc1ccc(S(=O)(=O)N[C@H](C(=O)N2CCC(C(=O)N3CCC[C@H]3C(=O)O)CC2)C(C)C)cc1	1%	4%	4%	-2%	-3%	-0.8%[0.369 µM]	-1.0%	7%	1%	-15%	-1.8%

Next section.
SMILES	Epigenetic mod	HADH2 inhib	15-hLO inh	Hsp90 Hop PPI	Pol III holo inh	HBB splicing	BRCT PPI red	UbGFP stabilizer	CRE Fsk mod	USP2a inhib	BRCT inh green
CC(CCC(=O)Nc1nncs1)C(=O)O (configuration not stated)	x	0%	12%	-2%	-17%	-0.3%	1.7%	7%	4%	x	-1.4%
COc1ccccc1NC(=O)CN(c1ccccc1F)S(C)(=O)=O	2%	21%	-2%	0%	-7%	-1.9%	-0.7%	-1%	0%	16%	-5.2%
O=C(Nc1cccc(F)c1)N1CCC2(CC1)CCN(C(=O)c1csnn1)CC2	0%[9.22 µM]	13%	10%	2%	4%	1.0%	-0.5%	2%	-5%	12%	-1.5%
C=CCN(C(=O)CCC(=O)Nc1cc(C)on1)C(C(=O)NC(C)(C)C)c1cccc(OC)c1OC (configuration not stated)	2%	7%	-2%	-3%	6%	0.2%	0.3%	-1%	0%	11%	-3.8%
CO[C@H]1COC(=O)C/C=C\[C@H](C)[C@@H](OC)COC(=O)[C@@H](C)COC(=O)C/C=C\[C@@H]1C	x	1%[11.4 µM]	5%[11.4 µM]	x	x	0.0%[9.22 µM]	1.2%[15.4 µM]	x	x	x	0.9%[15.4 µM]
CCc1c2c(nc3c(C(C)C)cccc13)-c1cccc(=O)n1C2	x	i	x	u	-10%	1.9%	-1.9%	x	u	x	8.5%
CCC(CC)C(=O)Nc1cccc(C(=O)NCc2ccco2)c1	2%	2%	-10%	-5%	-11%	-1.3%	0.9%	-1%	-10%	7%	-0.6%

Quoted at random: two entries already listed.
SMILES	Epigenetic mod	HADH2 inhib	15-hLO inh	Hsp90 Hop PPI	Pol III holo inh	HBB splicing	BRCT PPI red	UbGFP stabilizer	CRE Fsk mod	USP2a inhib	BRCT inh green
COc1ccc(OC)c(-c2c[n+](=O)c3c(n2[O-])CCCC3)c1	0%	-1%	8%	-2%	-10%	6.2%[0.369 µM]	1.1%	-2%	u	-2%	-0.9%
C=CCN(C(=O)CCC(=O)Nc1cc(C)on1)C(C(=O)NC(C)(C)C)c1cccc(OC)c1OC (configuration not stated)	2%	7%	-2%	-3%	6%	0.2%	0.3%	-1%	0%	11%	-3.8%
